# CHX counter = affects cycloheximide protein synthesis inhibition readout, counter-screen | cell reporter, cycloheximide protein synthesis inhibition counterscreen | max response, % | hit rate 12% among 300,000; in the data active means max response mostly above about 13%, no sharp cut-off; inactive means mostly below about 14%; further: read at 38.3 µM for the half of the compounds with a filed dose; 0% is about no effect
# Giardia FBPA inh = Giardia lamblia aldolase inhibition | Potency, µM (series often up to 59.6 µM), inactives show top-dose activity, negative = inhibition, usual class: inhibitors | hit rate 0.71% among 290,000 | AID 2451 | purified Giardia FBPA; further: potency means the concentration at half of the fitted maximal effect; on the % scale 0 is the no-effect control and ±100 the full control effect; nearly all actives have a fitted effect of over 55% in size
# Target sequence (A8B2U2 whole entry, looked up): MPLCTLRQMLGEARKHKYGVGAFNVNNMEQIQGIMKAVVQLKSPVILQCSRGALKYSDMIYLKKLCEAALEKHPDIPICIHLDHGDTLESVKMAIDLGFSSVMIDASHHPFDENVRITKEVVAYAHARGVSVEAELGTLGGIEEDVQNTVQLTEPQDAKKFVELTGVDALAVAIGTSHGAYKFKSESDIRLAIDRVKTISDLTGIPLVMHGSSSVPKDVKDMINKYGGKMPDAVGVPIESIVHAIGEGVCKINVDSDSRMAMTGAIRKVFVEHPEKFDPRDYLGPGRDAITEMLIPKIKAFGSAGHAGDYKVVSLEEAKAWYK
#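 Giardia FBPA (40 nM reagent) was preincubated 10 min at RT with compound (up to 57.5 uM final), then substrate plus GAPDH/TPI/NAD/arsenate coupling system with diaphorase/resazurin was added; resorufin fluorescence (525/598 nm) was read after 20 min.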
# Pf growth 48h = P. falciparum growth inhibition at 48 hours (one generation). P. falciparum luciferase growth in erythrocytes, 48 h. Potency, µM (series often up to 28.7 µM), for inactives: top-dose activity change, negative = inhibition, hits mostly inhibitors. hit rate 5.9% among 310,000. AID 504832; further: potency means the concentration at half of the fitted maximal effect; on the % scale 0 is the no-effect control and ±100 the full control effect
#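 Erythrocytes infected with P. falciparum carrying an integrated firefly luciferase reporter (2% hematocrit, 0.1% parasitemia final) were exposed to compounds in RPMI 1640 with 0.5% Albumax at 37 C, 5% CO2. Growth inhibition was scored as reduced luminescence.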
# Pf growth 96h = P. falciparum growth inhibition at 96 hours | P. falciparum luciferase reporter growth, 96 h | Potency, µM (top dose mostly 28.7 µM), without a hit: top-dose activity change, negative = inhibition, actives largely listed as inhibitors | hit rate 6.9% among 320,000 | AID 504834; further: potency means the concentration at half of the fitted maximal effect; on the % scale 0 is the no-effect control and ±100 the full control effect
#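 Two parasite generations (96 h, 37 C, 5% CO2) of compound exposure in infected erythrocytes (0.05% parasitemia, 2% hematocrit). Luciferase-reporter P. falciparum; decreased luminescence indicates inhibited growth, aimed at apicoplast-acting delayed death.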
# Shiga toxin inh = inhibitors of Shiga toxin in Vero cells; inhibition, % at 38.7 µM; hit rate 9.2% among 290,000; Vero cells, Shiga toxin protein synthesis inhibition reporter; in the data active means inhibition mostly above about 28%, no sharp cut-off; inactive means mostly below about 43%; further: 0% is about no effect
# HCV inhibitor = blocks hepatitis C virus; AID 651820; Potency, µM (top dose mostly 41.8 µM), inactives show at the top dose activity change, negative = inhibition, most hits filed as inhibitors; Huh7.5.1 HCVcc-Cre infection, luciferase reporter, 44 h; hit rate 3.4% among 340,000; further: potency means the concentration at half of the fitted maximal effect; on the % scale 0 is the no-effect control and ±100 the full control effect
#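 A cell-based infection assay in which seeded cells (1,000 per well) receive test compound after 4 h, are inoculated with HCVcc-Cre at approximately 0.5 moi, and are incubated 44 h before luminescence detection.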
# The depositor's hits bear a star; ? = inconclusive; nt = no result given; & = joins results of further samples; [ ] = remark or other dose. Unless noted, the call rests on the fitted dose curve; in most records, active means well fitted curve in the direction sought with a large enough effect; inconclusive means small, poorly fitted or top-dose-only effect, or another doubt; inactive means no such curve, though single readings can be large; an effect the other way counts as inactive or inconclusive.
smiles	Shiga toxin inh	CHX counter	HCV inhibitor	Giardia FBPA inh	Pf growth 48h	Pf growth 96h
CCSc1ncc(C)cc1[N+](=O)[O-]	-11	3	29%	1%	16%	-18%
c1ccc(OCCSc2nnnn2C2CCCCC2)cc1	95*	30*	6%	7%	381%[activator]	-14%
COc1ccc(CN2CCNCC2)cc1	-6	-1	-2%	-2%	175%[activator]	43%[activator]
Cc1cc(Cl)ccc1OCC(=O)NNC(=O)C1CCCO1 (stereo not drawn)	18	14	4%	7%	17%	16%
CSCCC(NC(N)=O)C(=O)N(C)CC(=O)Nc1cc(C)ccc1C (stereo not drawn)	-13	-4	0%	-1%	8%	nt
c1ccc(-c2nc3ccccc3o2)nc1	51*	42*	9%	5%	98%[activator]	nt
Cc1cccc(C(=O)n2c(=S)nc3ccccn32)c1	83*	29*	4%	1%	nt	240%[activator]
CC(C)OCCCn1c(SCC(=O)N2CCc3ccccc32)nc2ccccc2c1=O	-1	-3	-14%	3%	?	?
COC(=O)c1cccc(NC(=O)Cc2coc3cc(OC)ccc23)c1	16	10	-6%	-3%	318%[activator]	393%[activator]
COc1ccc(NC(=O)Nc2nnc(CC(=O)NCc3ccccc3)s2)cc1	3	-1	-13%	1%	0%	36%[activator]

# (listing goes on)
smiles	Shiga toxin inh	CHX counter	HCV inhibitor	Giardia FBPA inh	Pf growth 48h	Pf growth 96h
C=CCn1c(SCC(=O)c2cc(C)n(C(C)COC)c2C)nc2sc(C)c(C)c2c1=O (stereo not drawn)	-8	2	10µM*	-2%	-25%	42%[activator]
CC(=O)/C(=N/Nc1ccc([N+](=O)[O-])cc1)N1CCCc2ccccc21	17	1	?	-9%	?	24%
COc1ccc(-n2cnnc2SCC(=O)N2CCN(S(=O)(=O)c3ccccc3)CC2)cc1	1	-3	-7%	-3%	nt	?
CNC(=O)c1ccc(-c2sc3nc(N4CCOCC4)c4c(c3c2N)CCCC4)o1	-15	-5	11µM*	?	12µM*	?
O=C(N/N=C/C1CC=CCC1)c1ccc(O)cc1O (stereo not drawn)	34	71*	7%	-4%	5%	45%
CCN(Cc1ccccc1)C(c1cc2cc(C)ccc2[nH]c1=O)c1nnnn1CCOC (stereo not drawn)	31	-4	-1%	0%	?	12µM*
Cc1ccc(NC(=S)NC(=O)c2ccc(Br)o2)c(C)c1	61*	29*	-1%	-3%	30%[activator]	13µM*
Cc1cc(C)cc(-n2ccnc2SCC(=O)Nc2ccc3c(c2)OCCO3)c1	13	0	?	-5%	-24%	nt
O=C1NC(=O)C(=Cc2ccc(OCC(=O)N3CCOCC3)cc2)C(=O)N1	12	8	25%	-5%	0%	39%[activator]
CCN(CC)S(=O)(=O)c1ccc2c(c1)nc(CCC(=O)OCC(=O)Nc1c(F)cccc1F)n2C	-5	-3	4%	5%	?	8%

# New compounds follow
smiles	Shiga toxin inh	CHX counter	HCV inhibitor	Giardia FBPA inh	Pf growth 48h	Pf growth 96h
O=C(Cc1ccccc1)NCc1ccncc1	67*	42*	-5%	-1%	48%[activator]	?
C/C(=N\S(=O)(=O)c1ccc(C)cc1)Nc1cc(C(C)C)c(O)cc1C	-10	-3	?	-1%	-3%	35%[activator]
CCOc1cc2[nH]c(=S)n(CCCC(=O)N3CCC4(CC3)OCCO4)c(=O)c2cc1OCC	-4	1	10%&-6%	?	?	13%
COc1ccc(CN(C(=O)c2cccs2)c2nccs2)cc1OC	3	-3	?	2%	-10%	?
CC1=C(C#N)C(=O)N(C2CCS(=O)(=O)C2)C(=O)/C1=C\c1ccc(C)o1 (stereo not drawn)	-14	-1	nt	13µM*	59%[activator]	46%[activator]
CC(C)(O)C#Cc1ccc(C(=O)NC2CCCCC2)s1	74*	27*	?	0%	-12%	19%
COc1cc(Cl)cc(C=O)c1OCC(=O)O	-8	-1	?	5%	28%	-2%
O=C(CSc1nc2ccccc2c(=O)n1-c1ccccc1Cl)NCC1CCCO1 (stereo not drawn)	nt	nt	-7%	nt	?	?
CCN(c1ccccc1)P(=O)(Nc1ccccc1)Nc1ccccc1	16	-1	-9%	4%	?	?
O=C(c1ccc(Cl)cc1)c1coc2ccc(O)cc12	73*	43*	-25%	0%	144%[activator]	168%[activator]

# Next results
smiles	Shiga toxin inh	CHX counter	HCV inhibitor	Giardia FBPA inh	Pf growth 48h	Pf growth 96h
COc1ccc(CCN2CC(C(=O)Nc3ccccc3F)CC2=O)cc1OC (stereo not drawn)	nt	nt	?	nt	?	1%
CN=c1oc2ccc(Cl)cc2cc1C(N)=O	15	-3	18%	6%	0%	nt
O=C(O)CC1(CC(=O)NCc2ccc(-c3cccs3)cc2)CCCCC1	16	4	16%	?	3%	?
CC(C)(C)N1C(=O)c2ccc(C(=O)Nc3ccc(C(=O)O)cc3)cc2C1=O	-10	-4	15%	1%	-2%	9.3µM*
CCN(CC)c1ccc2cc(NC(=O)CCC(=O)O)c(=O)oc2c1	-19	-6	4%	-4%	?	?
CCOC(=O)c1sc(C)c2c1NC(c1ccc(Cl)cc1)NC2=O (stereo not drawn)	-2	-3	?	6%	0%	0%
CC(NC(=O)Cc1ccccc1F)c1ccc(F)cc1 (stereo not drawn)	13	9	4%	0%	20%	12%
O=C(NCc1ccc2c(c1)OCO2)C1CCC(CNS(=O)(=O)c2cccc3nsnc23)CC1 (stereo not drawn)	5	-6	9%	1%	nt	?
CCOC(=O)CSC1=NC(=O)/C(=C/c2ccc(OC)cc2)S1	61*	22*	?	-5%	52%[activator]	-2%
Cc1nc(C)c(-c2ccc(SCC(=O)Nc3cccc(F)c3)nn2)s1	25	21	14µM*	nt	6%	?

# (list continues)
smiles	Shiga toxin inh	CHX counter	HCV inhibitor	Giardia FBPA inh	Pf growth 48h	Pf growth 96h
CCC(CC)=NNc1ccc([N+](=O)[O-])cc1[N+](=O)[O-]	18	-3	-10%	6%	19%	19%
COC(=O)Nc1ccc(S(=O)(=O)NCCCCCC(=O)O)cc1	1	-2	7%	0%	7%	2.9µM*
CC(=O)Nc1ccc(S(=O)(=O)N2CCN(C(C)CCc3ccccc3)CC2)cc1 (stereo not drawn)	-26	-3	-5%	-23%	nt	nt
CCOc1ccc2nc(SCC(=O)c3ccc(O)cc3O)sc2c1	17	14	1%	13%	36%[activator]	?
CCC(=O)NCCc1nc2cc(NC(=O)c3ccccc3Cl)ccc2n1C	62*	32*	-14%	-7%	115%[activator]	140%[activator]
Cc1cccc(C2c3[nH]c4ccccc4c3CCN2Cc2cnn(-c3ccc(F)cc3)c2)n1 (stereo not drawn)	-9	-1	6%	-11%	10µM*	22%
O=C(CCn1cnnn1)NC1CCCN(Cc2ccccc2F)C1 (stereo not drawn)	-13	-3	nt	nt	10%	13µM*
COc1ccc2[nH]cc(C(=O)CNc3nc(C)cs3)c2c1	141*	36*	-16%	-20%	1.7µM*	36%[activator]
O=C(Cn1cnc2ccccc2c1=O)N1CCN(c2ccc(F)cc2)CC1	-5	-5	12%	0%	0%	-13%
Nc1n[nH]c(N)c1N=Nc1cccc(F)c1	34*	16	-18%	0%	14%	-14%

# (cont.)
smiles	Shiga toxin inh	CHX counter	HCV inhibitor	Giardia FBPA inh	Pf growth 48h	Pf growth 96h
COCCNC(=O)C1(C)Oc2ccccc2NC1=O (stereo not drawn)	23	7	?	2%	11%	nt
C=CCn1c(NS(=O)(=O)c2ccccc2)c(S(=O)(=O)c2ccc(C)cc2)c2nc3ccccc3nc21	16	9	-14%	0.14µM*	3.3µM*	?
Cc1ccc2nc(-c3ccc(NC(=O)COCC(=O)O)cc3)sc2c1	50*	56*	5%	30%	109%[activator]	106%[activator]
CN1C(C(=O)NCc2cccc(Br)c2)CC2Cn3c(nc4cc5ccccc5cc43)C21 (stereo not drawn)	-2	2	?	-2%	22%	24%
CCCCN=C1NN=C(c2cc3ccccc3o2)CS1	53*	41*	1%	5%	?	13µM*
O=C(c1cnc(Cl)c(Cl)c1)N1CCC(Cc2ccccc2)CC1	-18	2	19%	3%	-2%	-2%
COc1cccc2cc(C(=O)NCc3ccc(Cl)cc3)c(=O)oc12	-16	-1	8%	5%	26%	28%
CCCC(=O)Nc1nnc(SCC(=O)N2CCCCC2)s1	-4	-4	?	-24%	7%	7%
O=c1cc(/C=C/c2ccccc2)oc2c1ccc1ccccc12	8	-1	?	0%	15%	82%[activator]
O=C(NC1CCCCCCC1)c1ccc(F)cc1	71*	46*	-2%	-1%	-9%	43%[activator]

# Next compounds:
smiles	Shiga toxin inh	CHX counter	HCV inhibitor	Giardia FBPA inh	Pf growth 48h	Pf growth 96h
CN(C)c1ccc(CNC(=O)CCNS(=O)(=O)c2cc(Br)cnc2N)cc1	-11	-2	5%	nt	12%	36%
O=C(Cc1cccs1)Nc1ccc(S(=O)(=O)Nc2ncccn2)cc1	-14	-1	29%	1%	0%	45%[activator]
O=C(c1ccc(F)cc1Cl)N(Cc1ccco1)C1CCS(=O)(=O)C1 (stereo not drawn)	nt	nt	20%	nt	-29%	-23%
CCOc1ccc(S(=O)(=O)Nc2ccc3c(c2)c2c(n3S(=O)(=O)c3ccc(OCC)cc3)CCCC2=O)cc1	-4	-5	17%	3%	?	9%
C=CCNC(=O)/C(C#N)=C\c1cc(Cl)c(O)c(OCC)c1	9	-2	-10%	?	-4%	?
CN(CCOc1ccccc1)CC(=O)Nc1ccc(Cl)cc1[N+](=O)[O-]	18	-2	1%	22µM*	4%	19%
CCN(CC)CCN(C(=O)c1cc(Cl)sc1Cl)c1nc2cc3c(cc2s1)OCO3	7	12	-7%	?	0%	58%[activator]
Cc1cc2cc(CN(CCN3CCOCC3)C(=O)Nc3ccccc3F)c(=O)[nH]c2cc1C	-9	-2	4%	1%	9.3µM*	nt
Cc1cccc(OCC(O)Cn2c(=N)n(Cc3ccccc3)c3ccccc32)c1 (stereo not drawn)	-15	-4	?	2%	5.9µM*	5.2µM*
Cc1cc(-c2ccccc2C(=O)Nc2ccccc2O)on1	-5	-3	-9%	3%	6%	-2%

# Looked up by structure from above (two):
smiles	Shiga toxin inh	CHX counter	HCV inhibitor	Giardia FBPA inh	Pf growth 48h	Pf growth 96h
Cc1cc2cc(CN(CCN3CCOCC3)C(=O)Nc3ccccc3F)c(=O)[nH]c2cc1C	-9	-2	4%	1%	9.3µM*	nt
Cc1cccc(OCC(O)Cn2c(=N)n(Cc3ccccc3)c3ccccc32)c1 (stereo not drawn)	-15	-4	?	2%	5.9µM*	5.2µM*

# Going on with the list:
smiles	Shiga toxin inh	CHX counter	HCV inhibitor	Giardia FBPA inh	Pf growth 48h	Pf growth 96h
Cc1ccc(OCc2nnc(SCC(=O)O)n2N)cc1	24	-1	0%	4%	51%[activator]	-3%
N#Cc1c(N)n(CCOC(=O)c2ccc(Cl)cc2)c2nc3ccccc3nc12	-6	-2	12%	-23%	-15%	8%
CCCOc1ccccc1OCC(=O)Nc1cc(Cl)ccc1-n1cncn1	nt	nt	?	nt	12µM*	9.3µM*
COc1ccc(NC(=O)C2CCCN(c3nccc(C)n3)C2)cc1 (stereo not drawn)	16	-2	-1%	-5%	-12%	10µM*
COc1ccc(-c2cc3nc4ccccc4n3c(N)c2C#N)cc1	56*	29*	-5%	0%	20%	19%
CCNC(=O)/C(C#N)=C/c1c(N2CCCCCC2)nc2ccccn2c1=O	-8	-4	-19%	6%	?	?
Cc1oc(-c2cccc(C(F)(F)F)c2)nc1CN1CCOCC1	54*	26*	?	6%	?	?
Cn1cnnc1SCC(=O)c1ccc(OC(F)F)cc1	-6	-2	8%	-2%	nt	-4%
COc1ccc(NC(=O)c2cc(=O)[nH]c(=O)[nH]2)cc1S(=O)(=O)Nc1ccccc1Cl	-2	11	20%	4%	?	?
COCCn1c(C)cc(C(=O)COC(=O)c2ccc(NC(=O)CC#N)cc2)c1C	73*	40*	-1%	-3%	-38%	nt
Cc1c(Cc2ccccc2)c(=O)oc2cc(OC(=O)c3ccccc3)ccc12	-5	-2	4%	1%	-10%	?

# High-throughput results as filed in PubChem BioAssay.
